TRPV1 ag = agonists of human vanilloid receptor 1 (TRPV1); TRPV1-expressing cells, Fluo-8 calcium influx, agonist mode; activation, % at 8.33 µM; hit rate 0.19% among 320,000; AID 540275; in the data active means activation above about 80%; inconclusive means between about 30% and that limit; further: 0% is about no effect
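Cells expressing TRPV1 were dye-loaded with Fluo-8 and read kinetically: 10 s baseline, 3 min after compound (agonist portion), then 2 min after EC20 capsaicin (allosteric enhancer portion). Calcium-bound dye fluorescence at 480/520 nm.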
GALK inhibitor = blocks human galactokinase activity | hit rate 0.007% among 270,000 | Potency, µM (highest dose often 57.5 µM), for inactives: top-dose activity change, negative = inhibition, hits mostly inhibitors | AID 1868 | Purified GALK, Kinase-Glo residual ATP luminescence | P51570; further: potency means the concentration at half of the fitted maximal effect; on the % scale 0 is the no-effect control and ±100 the full control effect
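GALK at 5 nM final was combined with compound, 35 uM ATP and 100 uM galactose in HEPES pH8.0 with MgCl2 and DTT. The reaction ran one hour at room temperature before luminescent ATP detection.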
CXXC DNA block = inhibitors of human MLL CXXC domain-DNA interaction | MLL-CXXC / FITC-HOXA9 DNA fluorescence polarization | Potency, µM (top dose mostly 115 µM), inactives show top-dose activity change, negative = inhibition, most hits filed as inhibitors | hit rate 0.037% among 290,000 | AID 2662; active means well fitted inhibition curve with a large enough effect in the polarisation, with a control signal flat, not every such curve was filed as active; inconclusive means small, poorly fitted or top-dose-only effect, or effect the other way, or a change in a side signal; inactive means no such curve, though single readings can be large or run the other way; the % refers to the polarisation; further: potency means the concentration at half of the fitted maximal effect
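Steps: dispense CXXC domain solution (7 uM) → pin compounds or unlabeled HOX-A9 DNA control → 5 min ambient → add FLSN-HOX-A9 solution (50 nM) → spin → 30 min ambient → fluorescence polarization. Tris pH 7.5/NaCl/DTT/BSA buffer.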
ASM inhibitor = blocks human secretory acid sphingomyelinase. Potency, µM (highest dose often 57.5 µM), without a hit: at the top dose activity change, negative = inhibition, most hits filed as inhibitors. hit rate 0.006% among 340,000. P17405. placental ASM, HMU-PC fluorogenic substrate, 60 min; further: potency means the concentration at half of the fitted maximal effect
Target sequence (P17405 47-631 limits assumed): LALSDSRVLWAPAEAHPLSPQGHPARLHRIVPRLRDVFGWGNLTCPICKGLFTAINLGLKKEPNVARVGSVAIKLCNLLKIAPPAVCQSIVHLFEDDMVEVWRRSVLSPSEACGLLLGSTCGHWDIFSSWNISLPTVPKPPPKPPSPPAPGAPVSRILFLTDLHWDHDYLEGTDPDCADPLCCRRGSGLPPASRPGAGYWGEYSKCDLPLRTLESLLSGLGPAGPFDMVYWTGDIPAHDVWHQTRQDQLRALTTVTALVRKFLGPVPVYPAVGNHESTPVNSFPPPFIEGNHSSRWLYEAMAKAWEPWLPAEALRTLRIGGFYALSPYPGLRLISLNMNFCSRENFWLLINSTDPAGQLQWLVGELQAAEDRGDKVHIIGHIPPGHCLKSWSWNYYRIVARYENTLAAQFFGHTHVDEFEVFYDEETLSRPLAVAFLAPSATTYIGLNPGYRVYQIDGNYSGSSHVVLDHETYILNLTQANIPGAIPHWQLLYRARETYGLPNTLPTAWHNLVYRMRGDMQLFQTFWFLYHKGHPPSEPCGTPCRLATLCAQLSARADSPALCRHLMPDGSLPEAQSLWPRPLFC
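Fluorogenic HMU-PC substrate (9 uM final) is turned over by placental ASM in 60 min at 37 C after a 10 min compound preincubation. Reaction ended by alkaline stop (pH 10), with fluorescence read at 386/447 nm.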
a7 integrin act = integrin-mediated muscular dystrophy alleviation activation | alpha7betagal myoblasts, beta-gal FDG fluorescence, 48 h | Potency, µM (top dose mostly 38.3 µM), for inactives: at the highest dose activation, actives largely listed as activators | hit rate 0.064% among 350,000 | AID 624291;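 further: potency means the concentration at half of the fitted maximal effect; 100% = response of the positive control SU9516; nearly all actives have a fitted effect of over 60% in size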
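alpha7betagal+/- myoblasts (passage 13, 250/well) treated 48 h at 37C with compounds at 1:260 dilution of DMSO stock. Lysed, then beta-galactosidase activity read as FDG fluorescence (ex 480/em 540) after 30 min, with pre-read for autofluorescence.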
KCNH2 WT inh = blocks the wildtype human KCNH2 potassium channel | Q12809 | U2OS, BacMam KCNH2, thallium flux FluxOr; stronger effect = lower value | activity change, % at 1.84 µM | hit rate 0.37% among 340,000;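 active means maximum activity change below -70%; inconclusive means maximum activity change between -70% and -50%; inactive means maximum activity change above -50%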; further: on the % scale 0 is the no-effect control and ±100 the full control effect
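U2OS cells were transduced with wild-type KCNH2 virus (2.03 x 10^8 / mL) for 4 h at room temperature, then cultured overnight at 37 C. Thallium flux was read with FluxOr dye. Rate constants were normalized to DMSO controls.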
MBNL1 CUG block = inhibitors of human MBNL1 binding to CUG repeat RNA. Q9NR56. TR-FRET MBNL1-His/biotin-(CUG)12 binding, 665/545 ratio. Potency, µM (highest dose often 57.5 µM), without a hit: at the highest dose activity change, negative = inhibition, usual class: inhibitors. hit rate 0.036% among 280,000. AID 2675; active means well fitted inhibition curve with a large enough effect in the signal ratio, with a control signal flat, not every such curve was filed as active; inconclusive means small, poorly fitted or top-dose-only effect, or effect the other way, or a change in a side signal; inactive means no such curve, though single readings can be large or run the other way; the % refers to the signal ratio; further: potency means the concentration at half of the fitted maximal effect; on the % scale 0 is the no-effect control and ±100 the full control effect
Target sequence (Q9NR56 whole entry, looked up): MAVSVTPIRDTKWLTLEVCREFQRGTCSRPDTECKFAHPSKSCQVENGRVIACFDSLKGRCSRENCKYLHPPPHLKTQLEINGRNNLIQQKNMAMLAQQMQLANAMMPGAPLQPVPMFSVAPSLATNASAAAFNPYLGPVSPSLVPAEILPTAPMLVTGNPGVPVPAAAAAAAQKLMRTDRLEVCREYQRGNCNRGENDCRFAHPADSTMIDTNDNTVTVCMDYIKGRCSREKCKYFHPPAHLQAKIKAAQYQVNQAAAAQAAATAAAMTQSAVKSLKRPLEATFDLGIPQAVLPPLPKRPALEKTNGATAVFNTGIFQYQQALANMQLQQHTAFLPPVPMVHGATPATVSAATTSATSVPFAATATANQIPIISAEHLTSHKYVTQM
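TR-FRET readout: Ex 340 nm, 665/545 nm emission ratio, normalized to buffer-only (basal) and MBNL1-(CUG)12 controls. Complex of MBNL1-His with Biotin-(CUG)12, compounds 92 nM–58 uM, incubated 60 min at room temperature.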
KCNH2 3.1 block = blocks the human KCNH2 3.1 channel isoform; U2OS KCNH2 3.1, thallium flux FluxOr; stronger effect = lower value; activity change, % (tested at about 1.8 µM); hit rate 0.95% among 340,000; AID 720553;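 active means maximum activity change below -70%; inconclusive means maximum activity change from -70% to -50%; inactive means maximum activity change above -50%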;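 further: thallium influx rate constant from kinetic fluorescence after stimulation buffer; on the % scale 0 is the no-effect control and ±100 the full control effect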
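We transduce U2OS cells with the mutant 3.1 virus, culture them overnight, load FluxOr with Red40 quencher for 45 min, then add stimulation buffer and read kinetically for 2 min to derive a normalized rate constant.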
Coupling enz = coupling enzyme interference in Giardia aldolase counter-screen | coupling enzyme system counterscreen, AmpLite Red fluorescence | activity change, negative = inhibition, % at 58.2 µM, hits read low | AID 2472 | hit rate 0.67% among 290,000; in the data active means activity change below about -30%; further: on the % scale 0 is the no-effect control and ±100 the full control effect
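Activity here indicates interference with the coupling reaction, not aldolase inhibition. Compounds at 57.5 uM final met coupling enzymes for 10 min at RT; substrate and AmpLite Red detection followed, with a 525/598 nm fluorescence read after 20 min.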
A-T KAP1 phos = potential ataxia-telangiectasia treatment; […] A-T fibroblasts, KAP-1 phosphorylation AlphaLISA; neocarzinostatin DNA damage 30 min before lysis; Potency, µM (titrated, usually from 57.5 µM), for the others: top-dose activation, usual class: activators; hit rate 0.19% among 320,000; further: potency means the concentration at half of the fitted maximal effect; % of control where 0% means no effect; nearly all actives have a fitted effect of over 45% in size
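hTERT-immortalized A-T patient fibroblasts ([…]), 500 cells/well in OPTI-MEM, 1% FBS, got compounds for 60 min, then NCS for 30 min at 37C. Lysates were then assayed for phospho-KAP-1 by AlphaLISA (anti-pKAP1 donor, anti-KAP1 acceptor beads), 6 hr at 25C.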
An asterisk follows results filed as active; u = inconclusive; x = no result given; [ ] = another dose, or the depositor's remark. Unless noted, the call rests on the fitted dose curve; in most records, active means well fitted curve in the direction sought with a large enough effect; inconclusive means small, poorly fitted or top-dose-only effect, or another doubt; inactive means no such curve, though single readings can be large; an effect the other way counts as inactive or inconclusive.

Values in the order: TRPV1 ag | GALK inhibitor | CXXC DNA block | ASM inhibitor | a7 integrin act | KCNH2 WT inh | MBNL1 CUG block | KCNH2 3.1 block | Coupling enz | A-T KAP1 phos
CCOCCCNC(=O)CCS(=O)(=O)Cc1ccc(C)cc1
    -1.7 | -1.1% | -0.3% | 2.0% | 14.1% | -5.7 | 3.1% | 3.2 | -0.4 | 1.0%
CC(=O)c1ccc(-c2ccccc2[C@H]2[C@H]3C=CC[C@@H](C)[C@@H]3C(=O)N2Cc2ccccc2)cc1
    u | 2.5% | -3.6% | x | x | x | -1.6% | x | 2.8 | -19.4%
CC(C)CN(CC(C)C)S(=O)(=O)N1CCC(C(=O)NCCN2CCOCC2)CC1
    6.7 | -1.2% | 1.2% | 2.5% | -4.1% | 4.3 | -1.0% | 4.7 | 2.6 | -4.1%
N#Cc1ccccc1CSc1nc(N)cc(N)n1
    0.3 | 6.9% | -6.8% | -1.0% | -4.6% | -8.0 | 1.3% | 6.3 | -1.2 | -31.4%
Cc1ccc(CN2CCSc3ccc(C(=O)N4CCOCC4)cc32)cc1
    u | -6.8% | -1.9% | 46.6%[activator] | 11.1% | -15.8 | 10.4% | 4.9 | x | 13.3%
O=C(CNC(=O)Cc1ccccc1)NCC(=O)OCC(=O)c1ccccc1Cl
    8.9 | 3.2% | -0.3% | 0.4% | -11.9%[7.66 µM] | -9.2 | 10.4% | 18.0 | 5.7 | -5.0%
COc1nc2ccccc2nc1N1CCN(Cc2ccc3c(c2)OCO3)CC1
    10.7 | -4.3% | 6.0% | 0.0% | 9.0% | 5.8 | 0.9% | -17.6 | -1.4 | 0.0%
CCC1(c2ccccc2)NC(=O)N(CC(=O)Nc2cccc(S(=O)(=O)N3CCCC3)c2)C1=O (configuration not stated)
    -0.3 | x | x | 1.3% | 11.6% | -4.2 | x | -20.3 | x | -10.6%
CCOC(=O)C1=C(C)NC2=C(C(=O)c3ccccc32)C1c1cccc2ccccc12 (configuration not stated)
    12.3 | 0.9% | 1.9% | u | -18.6% | -2.5 | 12.8% | -17.3 | -2.8 | 7.0%
O=S(=O)(NCc1ccccc1)NCc1ccccc1F
    -2.5 | 12.1% | u | -1.7% | 6.8% | 4.9 | x | x | 4.0 | 3.4%
CC(C)CNC(=O)c1cccc(NC(=O)CCc2ccccc2)c1
    -1.0 | 3.1% | 0.4% | 1.8% | 0.0% | 0.7 | -8.0% | 15.1 | -0.6 | 2.6%
N#Cc1c(N)nc2c(c1-c1ccco1)CCCCC2
    x | x | x | 17.0% | u | 8.2 | x | -0.4 | x | x
C=CCOc1ccc(C(=O)Nc2ncn[nH]2)cc1
    -9.6 | -2.6% | 12.6% | 3.8% | u | 1.8 | -5.4% | 0.4 | -0.1 | -1.7%
CN(Cc1ccccc1)C(=O)c1cccc(NC(=O)Cc2ccc(NC(=O)C3CCCN(C(=O)C4CCCC4)C3)cc2)c1 (configuration not stated)
    x | x | x | -4.7% | -1.9% | -0.8 | x | 0.2 | x | x
CN(Cc1ccccc1)C(=O)c1ccc(NC(=O)Cc2ccc(NC(=O)C3CCCN(C(=O)c4ccccc4)C3)cc2)cc1 (configuration not stated)
    x | x | x | -0.1% | 12.5% | 0.3 | x | 18.8 | x | x
CCN(CC)CCCNc1nc(CN2CCOCC2)nc2sc3c(c12)CCC3
    -0.4 | -2.9% | 11.4% | 3.8% | -28.5% | 11.9 | 2.4% | -27.2 | 0.8 | -1.4%
Cc1cccc(NC(=O)CNC(=O)C(NC(=O)Cc2ccccc2)C(C)C)c1C (configuration not stated)
    0.4 | x | x | 3.2% | -21.1% | -1.7 | x | -6.6 | x | 3.0%
COc1ccc(NC(=O)c2cc(OC)c(OC)cc2OC)c(S(=O)(=O)N2CCOCC2)c1
    4.8 | 6.7% | -6.5% | -2.6% | 3.5% | -0.4 | 11.7% | -3.3 | 2.3 | 0.4%
COc1cccc(-c2ccc(SCC(=O)NC3CCCCC3)nn2)c1
    2.3 | 5.0% | 0.3% | -2.0% | -28.4% | 4.9 | -5.9% | -3.3 | 1.1 | 1.1%
CC(C)(C)OC(=O)N/N=C/c1ccc(Br)cc1
    25.4 | 11.7% | -2.5% | 2.6% | 7.0% | -9.8 | x | 16.7 | -1.1 | -1.9%
Cc1ccc(S(=O)(=O)Nc2ccccc2C(N)=O)cc1
    2.6 | 0.8% | -6.9% | -0.9% | -3.9% | 17.4 | 6.2% | -2.4 | 1.8 | x
C/C=C/C(=O)OCC(=O)Nc1c(Cl)cccc1Cl
    0.3 | -0.6% | -1.6% | 1.6% | 10.4% | 3.2 | -1.1% | -10.2 | 1.9 | -2.1%
Cc1ccc(S(=O)(=O)N2CCN(c3c([N+](=O)[O-])cc(C(F)(F)F)cc3[N+](=O)[O-])CC2)cc1
    -0.5 | 0.8% | 1.3% | -1.7% | 29.1% | 7.1 | 12.3% | -17.9 | 3.6 | -0.1%
O=C(CNC(=O)c1ccc(OC(F)F)cc1)NCC1CCCO1 (configuration not stated)
    2.9 | -2.6% | 49.1%[activator] | -0.7% | 30.3% | -13.4 | -4.6% | 3.7 | x | -2.5%
O=C(COC(=O)C12CC3CC(CC(C3)C1)C2)NCc1ccccc1
    x | x | x | 0.5% | 1.7% | -9.9 | x | 10.5 | x | 10.6%
CC(C)(C)c1ccc(SCCc2ccncc2)cc1
    u | 2.4% | 0.0% | -3.4% | -54.1%[inhibitor] | 12.2 | -8.1% | 0.7 | 1.4 | 6.4%
CCOc1cc(C(=O)N2CCN(c3ccc(C(C)=O)cc3)CC2)cc(OCC)c1OCC
    0.6 | -0.4% | 4.3% | -2.3% | 2.2% | -5.9 | -2.2% | 10.5 | 1.3 | 1.3%
CN1CCN(Cc2c(O)c(Cl)cc3c(-c4ccccc4)cc(=O)oc23)CC1
    -0.4 | 6.3% | -2.7% | 41.3% | 2.7% | -17.5 | u | 6.4 | 6.1 | 7.7%
O=C(NCCc1ccccc1)C(=O)NCC1OCCN1S(=O)(=O)c1ccc(Br)cc1 (configuration not stated)
    -4.9 | -4.7% | 20.5% | 0.8% | -9.1% | 0.3 | 2.7% | 7.7 | x | 6.2%
Cc1ccc(/C=N/NC(=O)C2CCN(Cc3ccc(F)cc3Cl)CC2)o1
    -3.9 | -2.9% | 2.6% | 3.1% | 7.3% | -0.8 | 7.5% | 5.4 | 1.4 | -6.0%
CSc1n[nH]c(NCc2ccc(Cl)cc2)n1
    7.3 | 0.2% | -11.1% | -0.4% | -9.7% | -4.8 | -2.5% | x | 0.0 | x
CCOC(=O)c1ccc(NC(=O)c2c(NC(=O)CCC(=O)O)sc3c2CCCCC3)cc1
    0.2 | -0.2% | -3.6% | 1.4% | u | -5.9 | 32.6%[activator] | 2.5 | -6.1 | -0.3%[11.5 µM]
O=C(N1CCOCC1)C1(c2ccc(Cl)cc2)CCCC1
    10.0 | -0.2% | -2.4% | -0.1% | 11.8% | -8.2 | -4.7% | 2.4 | -1.7 | 12.2%
N#C/C(C(=O)NCc1ccccc1)=C1/N=C(NC(=O)c2cccs2)c2ccccc21
    1.0 | -0.8% | 16.9% | -9.1% | -26.2% | 7.2 | u | 4.7 | -2.4 | 1.2%
COC(=O)c1c(-c2ccc(F)cc2)noc1N
    -2.2 | 1.3% | -0.7% | 0.6% | -45.8%[inhibitor] | 8.6 | -0.9% | -1.0 | 0.0 | 1.6%
COc1ccc(NCc2nc3ccccc3n2CCOc2ccccc2)cc1
    -3.1 | 1.2% | 6.2% | -5.9% | 14.3% | 2.8 | -0.3% | 2.6 | -6.7 | -2.6%
c1ccc(-c2[nH]ncc2CN2CCN(Cc3ccc4c(c3)OCO4)CC2)cc1
    0.4 | x | -1.5% | 3.4% | 9.3% | 21.8 | -13.8% | -21.0 | 2.1 | 3.7%
O=C(N=c1ccn(-c2nc3ccccc3nc2NS(=O)(=O)c2ccc(Cl)cc2)cc1)c1ccccc1Cl
    3.9 | -1.4% | u | x | x | x | x | x | 22.2 | 5.2%
Fc1cccc(Cl)c1-c1nnc2ccc3ccccc3n12
    0.3 | -1.6% | 3.1% | 0.9% | -34.1% | -2.1 | 1.5% | -1.7 | -19.0 | 4.2%
O=C(NCCc1nc2ccccc2[nH]1)c1ccc(Cl)c([N+](=O)[O-])c1
    16.0 | x | 13.8% | -2.6% | -19.1% | 5.1 | u | -3.2 | 0.0 | 7.0%
O=C(OC1CCOC1=O)c1cc(-c2ccc(Br)cc2)nc2ccccc12 (configuration not stated)
    7.7 | -1.3% | -2.9% | -6.4% | u | 20.0 | 11.1% | 2.6 | -1.3 | 13.5%
Cn1c(N)c(C(=O)c2ccc(Cl)cc2)c(=O)n(C)c1=O
    -0.4 | 0.2% | -3.2% | 3.4% | 12.1% | -3.8 | -26.4% | 2.5 | 2.5 | 2.7%

Screening data as filed in PubChem BioAssay.

Compounds as they come; about 2% have a hit in one of these screens.
